DENV2 CPE rescue – inhibitors of DENV2 cytopathic effect, primary screen, cell-based, plate reader, single concentration. CPE inhibition, % at 9.99 µM. AID 651640, 2012. DENV2-infected cells, cytopathic effect rescue. actives 1.7% (n = 350,000); in the data active = CPE inhibition above about 20%, passing the limit was not always enough; inconclusive = no clear call, values can overlap the other calls; tested in BHK-21 cells;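 note: 0% = median of neutral control wells and 100% = median of positive control wells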
E-selectin induc – E-selectin induction in HUVECs, primary screen, imaging, HUVEC, immunofluorescence imaging, single point; P16581; normalized: neutral wells 0, TNF-alpha wells 100; activation, % at 7.58 µM; actives 0.37% (n = 260,000); AID 686992, 2013;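 active = mean E-selectin-positive cell signal at least 10% of the positive control, reached in at least 60% of replicates, without over 20% cell loss; inconclusive = no rule given, readout overlaps actives, possibly toxicity-flagged; inactive = the rest, including those meeting only one limit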;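 note: in these data hits start at about 27%; measured in HUVEC primary endothelial cells; signal is the percent of cells scored E-selectin positive by PE staining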
Target sequence (P16581 whole entry, looked up): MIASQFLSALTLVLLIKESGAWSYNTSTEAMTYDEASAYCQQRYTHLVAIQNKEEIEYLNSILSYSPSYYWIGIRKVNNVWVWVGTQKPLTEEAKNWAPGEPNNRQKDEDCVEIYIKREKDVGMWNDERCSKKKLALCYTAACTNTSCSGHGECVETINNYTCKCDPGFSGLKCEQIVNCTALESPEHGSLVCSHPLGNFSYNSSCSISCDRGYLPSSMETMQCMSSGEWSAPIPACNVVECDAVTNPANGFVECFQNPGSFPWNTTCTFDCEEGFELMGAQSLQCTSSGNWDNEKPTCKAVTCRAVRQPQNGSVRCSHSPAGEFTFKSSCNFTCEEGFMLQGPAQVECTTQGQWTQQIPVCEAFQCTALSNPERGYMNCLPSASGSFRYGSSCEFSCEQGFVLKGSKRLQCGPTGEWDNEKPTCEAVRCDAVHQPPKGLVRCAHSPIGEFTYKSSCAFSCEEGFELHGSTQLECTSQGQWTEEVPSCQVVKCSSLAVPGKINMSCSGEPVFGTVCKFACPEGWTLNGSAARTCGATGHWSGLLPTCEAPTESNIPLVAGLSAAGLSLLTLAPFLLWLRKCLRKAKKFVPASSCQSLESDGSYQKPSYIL
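Assay system: HUVEC primary endothelial cells. Input: 3,000 HUVEC seeded per well. Doses: one compound dose added by pin transfer. Read-out basis: % PE-positive cells. Benchmarks: TNF-alpha high, DMSO low. Detection: immunofluorescence imaging. Buffer or medium: EGM-2, gelatin.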
Statin myotox sup – suppressors of statin myotoxicity in C2C12 myotubes, primary screen, cell-based, single point, plate reader | C2C12 myotubes + simvastatin, ATP luminescence, 48 h; scaled: DMSO 0, geranylgeraniol control 100 | rescue of ATP level, % at 7.49 µM | actives 0.78% (n = 330,000);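 active = mean ATP rescue above about 67%, or every replicate alone reaching that limit, limit read from the data, passing the limit was not always enough; inconclusive = no clear call, values can overlap the other calls; inactive = mean under the limit and some replicate under it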;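 note: myotubes were challenged with 10 µM simvastatin during compound exposure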
SIRT5 block – SIRT5 desuccinylase inhibitors, primary screen, biochemical, fluorescence imaging, single point, set 5; Purified SirT5, succinyl-peptide AMC, trypsin-coupled fluorescence; AID 652115, 2013; actives 1.1% (n = 330,000); inhibition, % at 15 µM; in the data active = inhibition above about 15%; inconclusive = no clear call, values can overlap the other calls
Target sequence (Q9NXA8 whole entry, looked up): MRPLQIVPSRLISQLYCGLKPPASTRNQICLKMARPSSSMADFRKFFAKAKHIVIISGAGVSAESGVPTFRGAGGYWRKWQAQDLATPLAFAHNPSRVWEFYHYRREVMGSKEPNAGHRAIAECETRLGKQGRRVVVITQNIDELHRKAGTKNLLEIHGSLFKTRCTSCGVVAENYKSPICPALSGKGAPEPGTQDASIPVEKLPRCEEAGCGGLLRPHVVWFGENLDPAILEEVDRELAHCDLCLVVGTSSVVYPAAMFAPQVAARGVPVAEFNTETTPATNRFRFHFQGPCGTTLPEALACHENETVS
S100A4 inh HTS – inhibitors of S100A4-myosin IIA peptide binding, primary screen, biochemical, fluorescence polarization, TAMRA-MyoIIA peptide | inhibition, % at 10.7 µM | actives 0.14% (n = 360,000);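 active = mean inhibition of at least 70% across replicates, with every replicate also reaching that level; inconclusive = mean inhibition reaches 70% but some replicates fall short; inactive = mean inhibition below 70%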
Target sequence (P26447 whole entry, looked up): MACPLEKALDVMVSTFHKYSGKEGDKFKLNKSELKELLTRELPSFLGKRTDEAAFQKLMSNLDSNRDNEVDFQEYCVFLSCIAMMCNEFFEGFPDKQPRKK
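Material: S100A4 monomer protein / Buffer or medium: 50 mM HEPES pH 7.2, 10 mM CaCl2, 100 mM KCl / Times: 5 min incubation before reading / Benchmarks: neutral control DMSO, positive control TFP / Reagent: labelled myosin peptide probe, 5 nM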
ERp5 inh – inhibitors of ERp5-driven insulin aggregation, primary screen, biochemical, turbidity, absorbance 650 nm, single point; Protein disulfide-isomerase A6 (Homo sapiens), Q15084; 90 min; inhibition, % at 9.99 µM; actives 0.05% (n = 350,000); AID 651711, 2012;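 active = mean replicate inhibition above about 25%, with every replicate also reaching it, limit read from the data, passing the limit was not always enough; inconclusive = only one of those two criteria met; inactive = neither criterion met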
PglD inh – C. jejuni PglD acetyltransferase inhibitors, primary screen, biochemical, DTNB colorimetric, single point; UDP-N-acetylbacillosamine N-acetyltransferase PglD (Campylobacter jejuni); purified PglD enzyme, DTNB colorimetric CoA detection; inhibition, % at 12.5 µM; actives 0.098% (n = 360,000); AID 602405, 2012; in the data active = inhibition above about 16%, passing the limit was not always enough; inconclusive = no clear call, values can overlap the other calls; note: strong numbers were not always called active
Numbers without * were called inactive; ? = inconclusive; nt = not tested or not shown. These rows are one share of the data, so the mix of outcomes need not match the whole.

SMILES	DENV2 CPE rescue	E-selectin induc	Statin myotox sup	SIRT5 block	S100A4 inh HTS	ERp5 inh	PglD inh
O=C1Cc2ccccc2C(=O)N1c1cccc(Cl)c1	2	nt	33	3	-16	1	5
Cc1ccc(S(=O)(=O)N[C@@H]2CC[C@@H](CC(=O)NCCc3ccncc3)O[C@H]2CO)cc1	9	-0.6	-1	1	24	-3	1
C[C@H](O)C#Cc1cnc2c(c1)C(=O)N([C@@H](C)CO)C[C@H](C)[C@H](CN(C)CC1CCOCC1)O2	-1	-0.5	3	-3	-2	-5	-3
CCN(CC(=O)Nc1c(F)cccc1F)C(=O)CSCC(=O)Nc1cc(C)on1	0	nt	13	-3	0	1	nt
Cc1noc(C)c1NC(=O)Nc1ccc2c(c1)C(=O)N(C)[C@@H]1CC[C@H](CC(=O)NCc3ccc(Cl)cc3)O[C@H]1CO2	15	0.1	3	-2	-2	3	-1
Nc1ccn(C2CSC(CO)O2)c(=O)n1 (stereo not given)	-9	-0.1	nt	nt	-1	2	nt
COc1ccc(OC)c(S(=O)(=O)Nc2cccc(-c3ccc(N4CCCCCC4)nn3)c2)c1	-4	nt	-6	1	-7	5	-4
CCn1c(CNC(=O)c2cccc(C)c2)nnc1SCC(=O)N1CCOCC1	-4	0.2	-4	-3	0	-12	-9
C=C1CCN([C@@H](CC(C)C)C(=O)N2CCOCC2)S(=O)(=O)c2ccccc21	-2	0.0	-33	-3	0	-6	2
CC(C)(C)OC(=O)NC1CCN(S(=O)(=O)c2ccc3c(c2)OCCO3)CC1	-6	-0.2	4	nt	-1	-3	5
Cc1csc2nc(O)c(C(=O)NCc3ccc4c(c3)OCO4)c(=O)n12	0	12	-9	-6	0	3	3
O=C(COc1ccc(Cl)cc1)OCC(=O)N1CCCc2ccccc21	-5	-0.1	nt	1	-5	0	2
CCc1ccc(CN(C)C(=O)C2CCC(=O)N(Cc3ccccn3)C2)cc1 (stereo not given)	7	0.1	10	31*	3	5	3
CCOC(=O)C1=C(COC(=O)CSc2ccc(C)cc2C)NC(=O)NC1C (stereo not given)	-3	0.5	6	3	-3	1	-3
CSc1nc2ccc(S(=O)(=O)N3CCc4ccccc43)cc2s1	-5	nt	nt	0	0	3	1
Cc1ccccc1-c1ccc([C@H]2[C@H]3CN(C(=O)NC4CCCC4)CCCCN3[C@H]2CO)cc1	?	-0.2	-8	1	-1	-9	-2
Cc1onc(-c2c(F)cccc2Cl)c1C(=O)OCC(=O)NC(N)=O	-9	0.1	-8	2	4	1	3
COc1ccc(NC(=O)CC(Cc2ccc(Cl)cc2)C(=O)O)cc1 (stereo not given)	?	nt	-3	2	2	1	nt
COc1cccc(C#Cc2ccc3c(c2)O[C@@H](CN(C)S(=O)(=O)c2ccccc2F)[C@H](C)CN([C@H](C)CO)S3(=O)=O)c1	9	0.0	-36	7	-1	0	2
Cc1noc(C)c1S(=O)(=O)Nc1ccc2c(c1)CC(=O)N([C@@H](C)CO)C[C@H](C)[C@@H](CN(C)S(=O)(=O)c1ccccc1)O2	-4	-0.2	7	2	2	2	2

One compound at a time, as listed above. Order of screens: DENV2 CPE rescue	E-selectin induc	Statin myotox sup	SIRT5 block	S100A4 inh HTS	ERp5 inh	PglD inh
`COc1cccc(C#Cc2ccc3c(c2)O[C@@H](CN(C)S(=O)(=O)c2ccccc2F)[C@H](C)CN([C@H](C)CO)S3(=O)=O)c1` is listed with 9	0.0	-36	7	-1	0	2
`Cc1ccc(S(=O)(=O)N[C@@H]2CC[C@@H](CC(=O)NCCc3ccncc3)O[C@H]2CO)cc1` is listed with 9	-0.6	-1	1	24	-3	1
`CCn1c(CNC(=O)c2cccc(C)c2)nnc1SCC(=O)N1CCOCC1` is listed with -4	0.2	-4	-3	0	-12	-9
`CSc1nc2ccc(S(=O)(=O)N3CCc4ccccc43)cc2s1` is listed with -5	nt	nt	0	0	3	1
`Cc1noc(C)c1NC(=O)Nc1ccc2c(c1)C(=O)N(C)[C@@H]1CC[C@H](CC(=O)NCc3ccc(Cl)cc3)O[C@H]1CO2` is listed with 15	0.1	3	-2	-2	3	-1

More results:
SMILES	DENV2 CPE rescue	E-selectin induc	Statin myotox sup	SIRT5 block	S100A4 inh HTS	ERp5 inh	PglD inh
CC1=C(c2ccccc2)C(=O)C(C)(C)CC1=O	-7	-1.8	nt	-2	3	-4	nt
CCOC(=O)c1ccc(NC(=O)COc2ccc(S(=O)(=O)NC(C)C)cc2)cc1	nt	nt	12	-3	3	-3	1
COc1cc(C(=O)Nc2cc(C)ccn2)ccc1OCC(=O)N1CCOCC1	5	-1.1	-7	-3	-4	-1	0
COc1cccc(-c2ccc3c(c2)[C@@H]2[C@@H](CCN2S(=O)(=O)c2cn(C)cn2)[C@H](CO)N3)c1	-14	0.3	16	nt	nt	nt	4
C[C@H](CO)N1C[C@H](C)[C@H](CN(C)Cc2ccccc2)Oc2ccc(NC(=O)Nc3cccc4ccccc34)cc2CC1=O	8	0.8	-5	1	8	-2	-5
COc1cc(OC)cc(C(=O)NCC(=O)OCC(=O)c2cc(C)n(Cc3ccco3)c2C)c1	-7	nt	nt	-1	-3	-2	-4
COc1ccc(C(=O)COC(=O)c2ccc(Cl)nc2)cc1OC	0	-1.9	-2	-5	-3	-1	7
Cc1ccc(C(=O)NC(=S)N2CCN(C)CC2)cc1Br	-4	0.7	-15	3	2	-5	0
COCCNCCCOc1ccc(Cl)cc1Br	-7	0.0	nt	-1	-4	-2	nt
Cc1cccc(NS(=O)(=O)c2ccc(C(=O)N3CCCC3)cc2)c1C	0	1.7	-8	-4	-4	4	0
O=C(NC1CCN(Cc2ccccc2)CC1)c1ccc(N2CC3CC(C2)c2cccc(=O)n2C3)c([N+](=O)[O-])c1 (stereo not given)	-4	-1.7	nt	nt	3	-1	nt
O=[N+]([O-])c1cc(Cl)ccc1N1CCOCC1	1	-0.6	-1	-7	-1	7	-2
C[C@H](NC(=O)Cc1cccc2ccccc12)C(=O)N1CCCN(C)CC1	nt	2.8	-1	-6	-2	1	-2
Cc1cc(C)cc(NC(=O)CSc2nc3ccncc3[nH]2)c1	-2	-0.5	10	-5	-3	2	-3
C[C@@H]1CCCCO[C@@H](CN(C)S(C)(=O)=O)[C@@H](C)CN([C@H](C)CO)C(=O)c2cc(NC(=O)NC3CCCCC3)ccc2O1	8	2.3	-16	-1	-8	-19	-2
O=C(N/N=C(\c1ccccc1)c1cccnc1)c1cc(O)ccc1O	7	-0.9	nt	-3	1	4	nt
COCC#Cc1ccc2c(c1)O[C@@H](CN(C)S(=O)(=O)c1ccc(OC)cc1)[C@H](C)CN([C@@H](C)CO)S2(=O)=O	-6	-0.4	-35	5	-1	-3	-1
C[C@H](CO)N1C[C@H](C)[C@H](CN(C)C(=O)CCCN(C)C)OCCCC[C@H](C)Oc2ccc(NC(=O)NC3CCCCC3)cc2C1=O	2	0.0	nt	-2	-9	6	-1
O=C(CSc1ncn[nH]1)N/N=C/c1ccc(Br)cc1	-6	-0.2	-1	-4	9	-2	0
CCCCCn1c(N)c(C#N)c2nc3ccccc3nc21	-2	nt	6	-5	8	-3	-5
CCOC(=O)N1CCN(C(=O)C2CCN(S(C)(=O)=O)CC2)CC1	-6	nt	46	0	3	-2	-3
Cc1ccccc1-n1nc2c(c1NC(=O)CCCl)CSC2	-2	nt	-2	0	0	1	-2
C[C@H](CO)N1C[C@H](C)[C@H](CN(C)Cc2ccc(Oc3ccccc3)cc2)Oc2ccc(NC(=O)CCCCCC(=O)Nc3ccccc3N)cc2CC1=O	7	50*	-7	30*	4	-3	2
CN(C(=O)c1ccc(Br)o1)C1CCCCC1	61*	0.1	-10	1	-2	-5	-3
CCCc1nnc(NC(=O)c2nc(S(=O)(=O)Cc3ccc(C)cc3)ncc2Cl)s1	1	0.3	-111	0	2	-2	7
c1ccc(CCn2nnc3ccccc32)cc1	-1	nt	9	20*	-7	0	nt
Cc1cc(C(=O)COC(=O)c2nccnc2N)c(C)n1C	-5	nt	5	-1	-4	4	-4
Cc1cccc(C(=O)O/N=C2\CCCc3ccccc32)c1	nt	nt	8	0	-2	-10	-8
CCCCCCCCN1C(=O)[C@@H](CC(=O)NCC23CC4CC(CC(C4)C2)C3)C[C@@]2(C(=O)OC)C1=C[C@H](C(C)(C)C)O[C@@H]2C	17	0.1	nt	nt	-15	0	nt
COc1ccc(C(C)(C)NC(=O)C2CCC(=O)N(C3CC3)C2)cc1OC (stereo not given)	13	-3.5	9	-7	2	2	-2
CCOc1cccc(/C=C/c2ccc3ccccc3n2)c1OC(C)=O	0	-0.8	nt	-4	4	0	nt
C[N+](C)=C1SCC(C)(/C=N/O)S1 (stereo not given)	6	-0.3	-2	-1	6	5	nt
CCN(CC)CCCCN1c2ccccc2Sc2ccccc21	2	0.3	17	-6	0	20	-5
O=[N+]([O-])c1ccc(N2CCc3ccccc3C2)nc1	4	nt	-5	-3	8	0	1
C[C@@H]1CN([C@H](C)CO)C(=O)c2cc(NC(=O)Cn3cnnn3)ccc2O[C@H]1CN(C)Cc1ccc(Cl)c(Cl)c1	-2	nt	-21	-5	1	-2	-2
CCc1ccc(OCc2n[nH]c(=S)n2Cc2ccccc2)cc1	-2	nt	11	-5	12	3	-7
Cc1ccc(NC(=O)CCC(=O)N2CCC(c3ccccc3)=N2)cc1S(=O)(=O)N1CCCCC1	-5	nt	-18	-1	1	1	6
CCNC(=O)C[C@H]1CC[C@H]2[C@H](COc3ccc(NC(=O)Nc4cccc(C)c4)cc3C(=O)N2C)O1	3	-0.1	7	0	-12	-3	1
CCN(CC)C(=O)c1cc([N+](=O)[O-])cc2c1-c1ccc([N+](=O)[O-])cc1C2=C(C#N)C#N	3	nt	nt	-2	-3	nt	2
COCC(=O)Nc1ccc2c(c1)C(=O)N(C)C[C@@H](OC)[C@H](C)CN(C(=O)Nc1ccccc1F)[C@H](C)CO2	-12	-0.2	-3	1	-1	0	-3
C[C@H]1CN([C@@H](C)CO)C(=O)c2cc(NC(=O)NC3CCCCC3)ccc2O[C@@H]1CN(C)Cc1ccncc1	-6	0.2	-26	-3	-2	-3	2
O=C(O)C1C2C=CC(O2)C1C(=O)Nc1cccc(C(F)(F)F)c1 (stereo not given)	1	0.2	5	3	1	1	-1
CCSc1nnc(Cn2c(=O)sc3ccccc32)n1-c1ccc(OC)cc1	0	0.0	3	-1	0	6	4
O=C(Nc1ccc(Br)cc1)c1cccc(N2C(=O)CCC2=O)c1	-8	0.0	1	3	13	-3	-3
Cc1ccc(-c2csc3nc(CN(C)Cc4ccccc4)[nH]c(=O)c23)cc1	nt	nt	1	0	-12	-1	7
C[C@@H]1CN([C@H](C)CO)C(=O)c2cccc(NC(=O)Nc3cccc4ccccc34)c2O[C@H]1CN(C)S(=O)(=O)c1cn(C)cn1	?	0.1	33	1	-1	-2	-2
C[C@H](NC(=O)C[C@@H]1CC[C@H](NC(=O)C2CCOCC2)[C@@H](CO)O1)c1ccccc1	1	0.3	2	4	111*	3	0
COc1ccccc1NC(=S)NNC(=O)c1cc(C)n(C)n1	nt	nt	nt	-1	1	8	-2
CC(NC(=O)c1cccc(N(C)C)c1)c1ccc(-n2ccnc2)cc1 (stereo not given)	0	-0.1	-22	-3	-2	4	-6
O=C(c1ccc(Cl)c(S(=O)(=O)N2CCCC2)c1)N1CCN(c2ccc(F)cc2)CC1	2	nt	nt	nt	-2	-2	nt
Cc1nc(NC(=O)c2ccccc2)sc1C1(C)CC(c2c(Cl)cccc2Cl)=NO1 (stereo not given)	-17	0.1	5	-3	-1	6	0
O=C(c1ccco1)N1CCN(c2nc3ccsc3c(=O)s2)CC1	-28	nt	8	nt	-1	-6	-1
